NR2E3 ag-1: agonists of human NR2E3 nuclear receptor; Q9Y5X4; CHO-S Gal4-NCOR/VP16-NR2E3 two-hybrid, luciferase; inhibition of corepressor binding, % at 3.98 µM; actives 0.35% (n = 360,000); AID 602229;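 active = inhibition above the mean of all tested compounds plus 3 SD, cut at about 70% in these data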;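 note: 0% = DMSO with NR2E3 transfected cells and 100% = cells lacking NR2E3 construct; higher means lower luciferase signal from less NR2E3 corepressor binding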
CaV13 FRET inh: Disruptors of the CACNA1D IQ motif to Ca2+-dependent inactivation inhibitor domain association, primary screening, Förster resonance energy transfer in intact living …; HEK cells, CFP/YFP FRET ICDI-IQ, plate reader, 10 min; percent FRET-ratio fall versus neutral wells; inhibition, % at 12.3 µM; actives 0.098% (n = 340,000); AID 743397;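 active = mean replicate inhibition of at least 30% and at least 1% of replicates passing that level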;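 note: 0% = median of the neutral control wells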
TRPM1 prom inh: inhibitors of MITF-driven TRPM1 promoter in melanoma cells; inhibition, % at 12.5 µM; SK-MEL-5 TRPM1 promoter luciferase, 24 h; actives 0.83% (n = 330,000);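 active = mean inhibition across replicates of 60% or more, whatever share of single replicates reaches that level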; note: values of inactives mirror those of a sister screen read the other way
HTR2A ag: agonists of mouse serotonin 5-HT2A receptor (HTR2A); activation, % at 7.6 µM; CHO-K1 mHTR2A beta-arrestin complementation, luminescence; percent of 30 µM serotonin response; AID 624169; P35363; actives 0.66% (n = 360,000);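 active = activation above a run cutoff, the mean activation of all tested compounds plus 3 SD, cut at about 14% in these data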;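 note: 0% = plate median of compound wells and 100% = 30 µM serotonin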
Target sequence (P35363 whole entry, looked up): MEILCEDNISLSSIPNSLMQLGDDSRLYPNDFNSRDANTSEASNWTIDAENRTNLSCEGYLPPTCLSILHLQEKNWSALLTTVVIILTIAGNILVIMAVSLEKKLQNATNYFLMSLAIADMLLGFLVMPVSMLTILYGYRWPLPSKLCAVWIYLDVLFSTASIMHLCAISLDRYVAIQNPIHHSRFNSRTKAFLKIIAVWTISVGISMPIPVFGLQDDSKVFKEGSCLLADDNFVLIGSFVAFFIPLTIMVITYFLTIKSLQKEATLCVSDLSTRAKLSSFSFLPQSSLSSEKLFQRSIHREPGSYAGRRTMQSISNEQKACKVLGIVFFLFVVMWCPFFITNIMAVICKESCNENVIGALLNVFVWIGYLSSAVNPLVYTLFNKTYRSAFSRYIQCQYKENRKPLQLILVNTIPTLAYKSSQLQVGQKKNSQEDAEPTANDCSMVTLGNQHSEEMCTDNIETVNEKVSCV
Cardio protect: modulators protecting cardiomyocytes from myocardial damage; H9c2 cardiomyocytes, H2O2 injury protection, ATPLite, 2 h; actives 0.63% (n = 360,000); protection from H2O2 cell death, % at 20 µM;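 active = compounds giving at least 50% protection of heart cells from peroxide-induced death in the single-dose screen, raw or plate-pattern-corrected value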;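 note: 0% = DMSO wells with peroxide and 100% = DMSO wells without peroxide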
NR2E3 ag-2: agonists of human nuclear receptor NR2E3; Q9Y5X4; GST-NR2E3/biotin-RetCOR TR-FRET, 1536-well; inhibition of corepressor binding, % at 4.78 µM; actives 0.12% (n = 320,000); AID 2300;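 active = percent inhibition above the cutoff of mean plus 3 SD of all tested compounds, set per screening campaign, cut at about 20% in these data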;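 note: 0% = DMSO wells and 100% = biotin wells as full block of FRET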
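Assay system: NR2E3–RetCOR corepressor complex. Quantity: 1.35 nM GST-NR2E3. Buffer or medium: pH 7.5 Tris-based buffer. Reagent: biotinylated RetCOR corepressor at 7 nM final. Schedule: 5 h at 4 °C. Detection: TR-FRET, emission read at 617 and 671 nm. Replicates: one well per compound, singlicate testing.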
Shn3 inh set2: reduces Shn3 3'UTR luciferase signal in osteoblasts; Clone20 osteoblast Shn3 3'UTR firefly luciferase, 24 h; inhibition, % at 12.5 µM; actives 0.52% (n = 360,000);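 active = mean inhibition of at least 75% with every replicate also reaching 75%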;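 note: 0% = median of neutral control wells and 100% = pilot-screen positive control compound; some compounds past the cut are filed as inactive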
PDI turbidity: inhibitors of human protein disulfide isomerase. PDI insulin aggregation turbidity, A650, 90 min. inhibition, % at 10 µM. actives 0.052% (n = 350,000). AID 588391;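 active = mean inhibition across replicates of 30% or more, whatever share of single replicates reach that level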;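 note: absorbance from insulin aggregation driven by PDI reduction with DTT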
Target sequence (P07237 whole entry, looked up): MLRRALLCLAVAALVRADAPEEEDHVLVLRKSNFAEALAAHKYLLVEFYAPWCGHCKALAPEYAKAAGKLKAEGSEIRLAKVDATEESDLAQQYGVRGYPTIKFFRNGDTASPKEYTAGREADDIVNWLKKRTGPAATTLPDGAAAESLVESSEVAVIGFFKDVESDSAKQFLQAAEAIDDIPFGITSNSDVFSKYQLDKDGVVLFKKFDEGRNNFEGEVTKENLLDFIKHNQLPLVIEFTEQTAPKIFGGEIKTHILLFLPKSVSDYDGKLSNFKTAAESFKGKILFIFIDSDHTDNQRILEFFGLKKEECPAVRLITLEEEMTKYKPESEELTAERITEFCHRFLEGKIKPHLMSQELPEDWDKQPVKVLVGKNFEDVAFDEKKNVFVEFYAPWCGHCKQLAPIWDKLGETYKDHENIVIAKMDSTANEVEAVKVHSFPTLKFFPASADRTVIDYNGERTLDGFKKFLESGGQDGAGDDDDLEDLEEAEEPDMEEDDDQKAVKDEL
Peg3 prom inh: reduces Peg3 promoter-driven luciferase expression in HeLa | actives 1.7% (n = 360,000) | inhibition, % at 20 µM | AID 588405 | HeLa PEG-Prom luciferase reporter, luminescence, overnight;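 active = inhibition of at least 50% at 20 µM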
HIF-2a inh: HIF-2a inhibition | 786-0 RCC cells HIF-2a reporter, luciferase luminescence, overnight | inhibition, % at 18.8 µM | actives 0.72% (n = 360,000);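 active = inhibition of the luminescence signal of 40% or more relative to plate controls, in a single-dose primary screen at 18.75 µM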
hiPSC survival: hiPSC single-cell survival enhancement; survival enhancement, % at 20 µM; ATPlite luminescence; 100% = ROCK inhibitor wells, 0% = DMSO; actives 0.044% (n = 360,000); in the data active = survival enhancement above about 18%;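 note: cells exposed to compounds for 16 hours before the ATP read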
* marks the source's active call; other numbers are inactive results; x = no result given.

SMILES	NR2E3 ag-1	CaV13 FRET inh	TRPM1 prom inh	HTR2A ag	Cardio protect	NR2E3 ag-2	Shn3 inh set2	PDI turbidity	Peg3 prom inh	HIF-2a inh	hiPSC survival
O=C(CSc1nc2ccc(Cl)cc2[nH]1)N1CCN(C(=O)c2ccco2)CC1	-50	x	-3	2	1	-4	-2	-1	1	2	0.9
O=C(COc1ccccc1F)NNC(=O)c1cc(Br)ccc1Cl	10	-3	1	-1	-4	x	3	7	-3	3	-0.1
O=C(CCN1CCN(c2ccccc2)CC1)NNC(=O)c1ccccc1	-2	-12	x	13	2	x	12	2	30	2	0.9
CC(C)n1nnnc1SCC(=O)NCCc1ccccc1	-33	-4	-20	6	-3	-2	-41	-9	-41	-49	1.7
CCN(C1CCCCC1)S(=O)(=O)c1ccc(S(=O)(=O)NCCc2ccncc2)cc1	9	-8	-3	-4	-3	0	25	-3	-85	19	-2.6
CC(C)c1cc(Cn2c3ccccc3c(=O)n2C(C)CBr)on1 (configuration not stated)	-8	-3	x	6	0	x	4	x	9	-2	-0.2
COC(=O)C1C(O)C(C)C(O)C(C)(O)/C=C\C=C(/C)C(=O)Nc2c(C)c(OC(C)=O)c3c(c2O)C(=O)C(C)=C2OCOC(=C23)/C(C)=C/C(C)(O)C(O)C(C)C1O (configuration not stated)	12	-4	-2	5	5	0	28	2	2	3	0.0
COC(=O)c1ccc(CN2CCN(Cc3ccccc3)C(CCO)C2)cc1 (configuration not stated)	15	2	-7	-4	1	4	8	8	-5	15	1.8
O=c1[nH]cccc1-c1nc2ccccc2n1Cc1cccc(F)c1	5	-4	-5	10	1	1	-1	4	8	12	0.0
CCCc1cc(C(=O)N2CCN(c3ccc(C(F)(F)F)cn3)CC2)sc1C	-14	-3	1	2	-3	0	-9	-3	-6	-39	-0.6
CCOc1ccc(N(C(=O)c2snc(C(N)=O)c2N)C(C(=O)NCC2CCCO2)c2c[nH]c3ccccc23)cc1 (configuration not stated)	-4	-2	15	4	6	0	24	1	32	24	-0.1
COc1ccc([C@@H]2Sc3cc(OC)ccc3N(CCN(C(C)C)C(C)C)C(=O)[C@H]2OC(C)=O)cc1	1	-6	7	-6	-3	0	32	2	-1	-1	-3.2
CN1CCN(S(=O)(=O)c2ccc(Nc3ccc(F)cc3)c([N+](=O)[O-])c2)CC1	4	-7	1	4	-7	8	10	4	-8	-4	0.1
COc1ccc(/C=C(\NC(=O)c2ccco2)C(=O)NCc2ccco2)cc1	6	-2	-1	2	-1	1	5	4	3	17	-0.1
O=C(COC(=O)c1ccc(O)cc1)Nc1cc(C(F)(F)F)ccc1Cl	-1	-5	3	-6	-15	2	-2	-3	12	5	0.2
C=CCN(c1ccccc1Cl)S(=O)(=O)c1cc(C(=O)N2CCCC2)ccc1Cl	-34	-2	-6	-4	0	-1	4	-1	14	10	-0.6
O=C1CSC(c2ccc3c(c2)OCO3)N1c1ccc(Oc2ccccc2)cc1 (configuration not stated)	-9	-6	14	-4	-5	4	-2	2	12	26	-2.4
CS(=O)(=O)N(CCc1ccccc1)CC(=O)N1CCCCCC1	-6	-6	x	2	0	x	-27	-4	3	12	1.4
O=C(COC(=O)Cc1ccc(Cl)cc1)NC1CCCC1	-3	-4	14	3	1	1	6	-12	7	1	0.9
O=C(NC(=S)N(CCc1ccccc1)CCc1ccccc1)c1ccco1	67	-3	-3	-6	24	-2	27	11	7	3	1.1
Cc1ccc(NC(=O)C2CCN(C(=O)NC3CCCCC3)CC2)cc1Cl	-17	-9	11	-6	8	2	12	-4	13	18	3.7
CC(=O)Oc1ccccc1Cn1c(C)c(C(=O)NCc2ccc(F)cc2)sc1=O	-12	-1	x	0	1	x	6	11	13	2	-2.7
CC(=O)Nc1ccc(S(=O)(=O)NCc2ccccn2)cc1	-23	-5	-1	-1	-6	0	8	-6	27	14	-1.1
CCN(CC)c1cccc(OCC(=O)N(C)CCC#N)c1	-6	x	3	-2	-5	-1	3	0	11	8	1.1
CCCCC(=O)N1CCN(c2ccc(OC)cc2[N+](=O)[O-])CC1	-20	-5	-2	10	2	0	-2	0	18	9	5.9
O=C(Cn1nc(C(F)(F)F)cc1C1CC1)Nc1ccccc1F	-6	-3	-5	-6	6	0	7	-2	5	9	1.7
O=C(Nc1ccc(F)cc1F)NC1CC(=O)N(Cc2ccccc2)C1 (configuration not stated)	-2	x	5	0	-6	3	-8	1	7	2	-3.2
CCOC(=O)N1CCC(NC(=O)CSCc2nc(-c3ccc(OC)c(OC)c3)oc2C)CC1	0	-5	-5	2	2	-1	6	-6	12	12	-2.6
Cn1cc(CN2CCc3ccccc3C2)c2ccccc21	-11	-7	4	0	8	-1	-1	4	10	-4	-0.9
O=C(c1ccc(NC2=NC3CS(=O)(=O)CC3S2)cc1)N1CCN(C(=O)c2ccco2)CC1 (configuration not stated)	4	-7	x	5	-1	1	-10	x	6	-2	-1.8
COc1cccc(NC(=O)CN(C)C(=O)CSc2nc3ccccc3s2)c1	10	-8	3	-8	0	-1	-22	1	-20	-26	-0.4
CC(=O)c1cccc(CN(C)CC2CCCN(CCc3ccccc3C)C2)c1 (configuration not stated)	-10	-5	8	-6	4	x	15	0	-12	6	0.1
O=C(CN1C(=O)c2cccc([N+](=O)[O-])c2C1=O)N1CCN(c2ccc(F)cc2)CC1	-22	4	-5	3	1	-2	-10	-1	11	8	0.9
CCOC(=O)N/N=C/c1ccc(F)cc1	0	-8	-23	7	6	-2	-21	-3	-39	-66	-1.1
CC(C)C(=O)Nc1cccc(NC(=O)c2cccnc2)c1	-18	-4	12	1	0	-6	-9	3	9	14	5.6
COc1cccc(C(=O)c2ccccc2C(=O)O)c1	0	-9	x	4	2	x	18	x	8	4	0.6
Cc1ccc(S(=O)(=O)N2CCN(S(=O)(=O)N3CCC(C)CC3)CC2)cc1C	-4	-4	11	3	-10	2	11	-5	10	3	-0.6
Cc1nnc(NC(=O)CSc2nccn2Cc2ccccc2)s1	7	-3	-1	8	-1	1	-6	1	-3	-10	0.2
O=[N+]([O-])c1ccc(-c2ccc(S(=O)(=O)NCCN3CCCC3)cc2)cc1	0	-7	5	-2	-14	-2	41	12	8	21	0.1
COCCNC(=O)CSc1ccccc1C(=O)NC1CCSc2ccccc21 (configuration not stated)	4	-2	16	1	-1	0	17	-4	-15	-14	0.1

Quoted from the results shown (4 entries):
SMILES	NR2E3 ag-1	CaV13 FRET inh	TRPM1 prom inh	HTR2A ag	Cardio protect	NR2E3 ag-2	Shn3 inh set2	PDI turbidity	Peg3 prom inh	HIF-2a inh	hiPSC survival
Cc1ccc(S(=O)(=O)N2CCN(S(=O)(=O)N3CCC(C)CC3)CC2)cc1C	-4	-4	11	3	-10	2	11	-5	10	3	-0.6
Cc1nnc(NC(=O)CSc2nccn2Cc2ccccc2)s1	7	-3	-1	8	-1	1	-6	1	-3	-10	0.2
O=[N+]([O-])c1ccc(-c2ccc(S(=O)(=O)NCCN3CCCC3)cc2)cc1	0	-7	5	-2	-14	-2	41	12	8	21	0.1
COCCNC(=O)CSc1ccccc1C(=O)NC1CCSc2ccccc21 (configuration not stated)	4	-2	16	1	-1	0	17	-4	-15	-14	0.1

Carrying on:
SMILES	NR2E3 ag-1	CaV13 FRET inh	TRPM1 prom inh	HTR2A ag	Cardio protect	NR2E3 ag-2	Shn3 inh set2	PDI turbidity	Peg3 prom inh	HIF-2a inh	hiPSC survival
COc1ccc(Cl)cc1NS(=O)(=O)c1ccc(OC)c(OC)c1	2	-7	-1	1	10	1	18	-6	17	14	0.1
O=C1CC(NN2CCCCC2)C(=O)N1c1ccccc1 (configuration not stated)	-23	-4	-14	5	-3	2	-19	-1	-18	-49	-0.3
O=C(CCN1C(=O)c2ccccc2C1=O)Nc1ccc(-c2nc3ccccc3o2)cc1	-42	-7	-21	-5	5	-1	-9	-3	-168	-70	-0.1
COc1ccc(C(=O)NC(C)Cn2nc(C)cc2C)cc1OC1CCN(C(C)=O)CC1 (configuration not stated)	21	-3	-5	2	-3	x	-13	4	2	1	-0.3
COc1ccc(NC(=O)c2sc(SC)nc2N)cc1	-105	-6	-68	-1	-5	-1	-92	-5	-196	-250	0.6
CCOc1ccc(-n2c(C)c(C(C)=O)c3cc(OC(C)=O)ccc32)cc1	-45	-5	x	1	50*	0	46	-11	26	22	0.7
S=c1[nH]nc(-c2ccco2)n1/N=C/C=C/c1ccccc1	-13	-6	11	-2	-1	3	5	2	11	-1	0.4
O=C(COC(=O)C1CC2C=CC1C2)NCc1ccc(F)cc1 (configuration not stated)	-17	-3	-5	4	-9	-1	-10	-5	5	7	1.3
O=C1C(Cl)=C(N2CCCCCC2)C(=O)N1c1ccc(Cl)cc1	-47	-10	0	1	-10	-1	-5	5	1	-37	1.3
CC(C)c1ccccc1NC(=O)COC(=O)C1(C)CC1(Cl)Cl (configuration not stated)	7	-3	4	3	8	1	7	-7	10	19	0.8
COc1ccc(CNC(=O)CCN2C(=O)c3ccccc3S2(=O)=O)cc1	-9	-5	-4	5	2	0	6	3	-8	-6	-0.5
O=C(COc1ccccc1)Nc1ccccc1Cl	-17	-4	-64	-2	-12	1	-29	-10	-203	-216	-2.3
O=C(NCc1cccs1)c1cc2c(s1)CCCC2	-17	-5	-38	1	-11	1	-48	1	-262	-278	-1.4
O=[N+]([O-])c1cc(C(F)(F)F)ccc1NCCCCNS(=O)(=O)c1ccc(Cl)cc1	-11	-5	6	0	-27	-4	52	-6	8	8	4.4
CCS(=O)(=O)NC(=O)C1(C)CCN1C(=O)Cc1ccc(Cl)cc1Cl (configuration not stated)	-2	-12	x	10	2	x	2	-2	13	8	0.0
N#Cc1c2c(c(NCCOCCO)n3c1nc1ccccc13)CCCC2	-5	7	18	6	-5	2	7	-2	20	12	1.2
CC(=O)Nc1cccc(-n2nnc(SCC(=O)c3ccccc3)n2)c1	-75	-1	-39	6	-1	2	-40	8	-175	-211	-0.9
COCCCNC(=O)[C@@H](Cc1ccccc1)NC(=O)CC[C@H]1O[C@@H](n2ccc(=O)[nH]c2=O)[C@H](O)[C@@H]1O	21	-3	x	8	0	x	-11	x	-8	2	5.4
O=C(NCCCOc1cccc(CN2CCCCC2)c1)c1ccc(Cl)c(Cl)c1	12	-3	-20	-2	1	2	20	-1	14	21	0.5
CS(=O)(=O)NCc1nnc(SCc2ccccc2C(F)(F)F)o1	-11	x	4	9	3	10	-11	0	-8	6	-0.5
Cc1ccc(CNC(=O)CCc2nnc3ccc(NCCCN4CCCC4=O)nn23)cc1	-15	-7	9	1	3	1	-16	-3	2	3	0.4
Cc1csc2ncc(C(=O)Nc3ccccc3F)c(=O)n12	-60	-6	-30	1	1	4	-66	7	-218	-159	0.8
COc1cccc(-c2nc(NCc3cccnc3)c3ccccc3n2)c1O	-31	-22	0	-3	-2	x	-30	-4	-16	-43	1.8

Source: PubChem (several laboratories)
